Screens (PubChem)
TDP2 absorb: TDP2 (human) inhibition, absorbance primary screen; O95551; recombinant TDP2, T5PNP hydrolysis, p-nitrophenol absorbance 415 nm; inhibition, % at 12.8 µM; 0.34% of 370,000 active; AID 720702;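 active means inhibition above the mean of all tested compounds plus 3 SD, set per campaign, cut at about 25% in these data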;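 further: 0% = DMSO with enzyme and 100% = buffer with substrate but no TDP2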
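Assay system: recombinant human TDP2 / Reagent: T5PNP substrate at 5 mM, a TopII-DNA adduct mimic / Measured by: epi absorbance from released p-nitrophenol / Evaluation: % inhibition relative to enzyme-containing and enzyme-free wells / Control set: enzyme-free and DMSO wells / Replicates: each compound tested once, singlicate / Schedule: enzyme reaction with compound for 2 h at 37 °C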
KLK7 zymogen act: activates the human kallikrein-7 zymogen; purified proKLK7, EDANS-DABCYL substrate fluorescence; 100% is mature enzyme control, 0% vehicle; P49862; 0.9% of 370,000 active; activation, % at 7 µM;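 active means activation above the mean of all tested compounds plus 3 SD, computed per campaign excluding outliers beyond control limits, cut at about 13% in these data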
Target sequence (P49862 whole entry, looked up): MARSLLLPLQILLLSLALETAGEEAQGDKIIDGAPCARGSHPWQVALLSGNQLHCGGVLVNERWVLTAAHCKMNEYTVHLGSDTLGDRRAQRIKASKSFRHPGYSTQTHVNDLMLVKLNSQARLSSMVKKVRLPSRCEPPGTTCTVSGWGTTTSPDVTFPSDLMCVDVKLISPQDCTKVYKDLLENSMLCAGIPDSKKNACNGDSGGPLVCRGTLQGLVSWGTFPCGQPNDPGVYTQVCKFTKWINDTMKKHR
DDE Tn6 FP inh: inhibitors of Tn6 peptide binding to human fibrin DD(E). Fibrin DD(E) TRITC-Tn6 fluorescence polarization displacement. inhibition, % at 8.3 µM. 0.21% of 370,000 active. AID 720509;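 active means inhibition above a per-campaign cutoff: mean of compounds within control limits plus 3 SD, cut at about 15% in these data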;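 further: 0% = median of all compound wells on the plate and 100% = blocking peptide control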
Target sequence (P02675 whole entry, looked up): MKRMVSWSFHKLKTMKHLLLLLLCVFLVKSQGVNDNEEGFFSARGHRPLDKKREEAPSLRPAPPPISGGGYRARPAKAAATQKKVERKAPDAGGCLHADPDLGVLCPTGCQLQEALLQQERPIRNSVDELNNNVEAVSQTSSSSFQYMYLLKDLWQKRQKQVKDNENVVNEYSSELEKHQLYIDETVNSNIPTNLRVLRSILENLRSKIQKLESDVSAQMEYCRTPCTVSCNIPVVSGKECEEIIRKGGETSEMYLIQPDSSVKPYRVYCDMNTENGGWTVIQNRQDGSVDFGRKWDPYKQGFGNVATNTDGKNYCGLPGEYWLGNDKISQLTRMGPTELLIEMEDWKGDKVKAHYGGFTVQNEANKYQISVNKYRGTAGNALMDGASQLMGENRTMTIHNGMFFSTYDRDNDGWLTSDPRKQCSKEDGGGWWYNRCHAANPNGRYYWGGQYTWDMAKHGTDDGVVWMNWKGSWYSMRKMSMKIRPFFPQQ
LEDGF integ inh: blocks HIV-1 LEDGF/p75-dependent DNA integration; AID 743269; inhibition, % at 3.7 µM; TR-FRET IN-LEDGF/p75 DNA integration, Eu/Cy5; 0.64% of 370,000 active;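 active means inhibition above the screen-wide mean plus 3 SD, cut at about 13% in these data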;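 further: signal is the Cy5 over europium emission ratio at 671 and 618 nm; 0% = plate median of compound wells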
PRMT1 FP inh: blocks human protein arginine methyltransferase 1. recombinant PRMT1, activity-based probe fluorescence polarization. inhibition, % at 2.79 µM. Q99873. 1.3% of 370,000 active;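 active means inhibition above about 21% made by adding two undisclosed values, limit read from the data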
MBD2 inh: blocks human MBD2 binding to methylated DNA; TR-FRET, MBD2 binding to methylated oligonucleotide; AID 686964; 0.31% of 370,000 active; Q9UBB5; inhibition, % at 4.4 µM; in the data active means inhibition above about 13%
Tn7 DDE FP: DD(E)-Tn7 binding inhibition, primary FP screen. P02675. FP displacement of FITC-Tn7 peptide from fibrin DD(E); 0% = median of compound wells per plate. inhibition, % at 8.3 µM. 0.13% of 370,000 active;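 active means inhibition above the mean of compounds falling within the control limits plus 3 SD of them, cut at about 14% in these data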;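 further: 0% = plate median of compound wells and 100% = 10 µM Aha-Tn7 peptide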
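Test system – human fibrin DD(E) · Times – 10 min preincubation, 3 h with tracer, room temperature · Detection – fluorescence polarization of the labelled Tn7 tracer · Measure – percent inhibition normalized to high-control wells · Benchmarks – high control wells with 10 µM unlabelled Aha-Tn7 peptide (full inhibition) · Repeats – singlicate testing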
UHRF1 binding: UHRF1 methyl-DNA binding inhibition; inhibition, % at 4.4 µM; Q96T88; UHRF1 binding to methylated oligo, TR-FRET; 0.75% of 370,000 active; in the data active means inhibition above about 21%;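 further: UHRF1 SRA domain binding a hemimethylated CpG hairpin DNA probe; 0% = median of test compound wells and 100% = reference inhibitor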
TCR-CD3 inh: blocks the human TCR-CD3 interaction. TAMRA-labeled TCR probe fluorescence, biochemical. inhibition, % at 9.4 µM. 0.37% of 360,000 active. AID 651800; in the data active means inhibition above about 19%;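 further: recombinant mutant TCR 2C K166C tagged with TAMRA read by polarization; 0% = receptor in buffer alone and 100% = receptor with positive control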
SIAE inh: inhibitors of human sialic acid acetylesterase SIAE; SIAE FP-Rh probe binding, fluorescence polarization; inhibition, % at 9.66 µM; 0.69% of 370,000 active; AID 1053197;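 active means inhibition above a cutoff: mean of compounds within the control limits plus 3 SD of those, cut at about 17% in these data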;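 further: 0% = plate median of compound wells and 100% = probe without SIAE protein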
Numbers without * were called inactive; . = not tested or not shown. Rows are unselected; any-hit rate near 4.6%.

SMILES	TDP2 absorb	KLK7 zymogen act	DDE Tn6 FP inh	LEDGF integ inh	PRMT1 FP inh	MBD2 inh	Tn7 DDE FP	UHRF1 binding	TCR-CD3 inh	SIAE inh
CCOC(=O)C1=C(C)NC(=O)NC1c1c(OC)ccc2ccccc12 (stereo unspecified)	2	0.2	-2	2	1	-2	1	1	6	2
COc1ccccc1Sc1nc(-c2ccccc2)ncc1OC	4	0.7	2	4	-4	-3	-8	48*	8	-6
Cc1ccc(C(=O)NC(=S)Nc2cccc(-c3nc4ccccc4s3)c2)cc1	-2	0.2	2	1	1	5	-2	2	2	-4
CC(C)CC(C(=O)NC1CCCCC1)N(Cc1ccccc1)C(=O)c1snc(C(N)=O)c1N (stereo unspecified)	-8	-0.7	6	-3	-1	-2	1	-2	3	-5
O=C(O)C1=C[C@H](c2coc3ccccc3c2=O)C[C@H](OCc2ccc(CO)cc2)O1	16	3.2	0	-3	1	3	2	-5	4	-1
O=C(c1cnc(Cl)c(Cl)c1)N1CCN(S(=O)(=O)c2ccc3ccccc3c2)CC1	-8	1.0	-1	-2	6	8	5	3	-6	-9
CSCCC(NS(=O)(=O)c1ccc2c(c1)OCCO2)C(=O)N(C)Cc1ccccc1F (stereo unspecified)	-1	0.1	-5	-1	-1	3	3	-1	-1	7
Cc1cc(C)nc(N2CCN(c3nc(-c4ccccc4)nc4c3oc3ccccc34)CC2)n1	4	0.1	-1	-4	2	1	-5	8	-4	3
O=C(CSc1nnc(-c2ccccc2)n1-c1ccccc1)NN=Cc1ccc(-c2ccccc2)cc1	-2	0.7	-4	-2	0	5	0	4	.	-8
CCN(CC)c1ccc(NC(=O)COc2ccccc2C)cc1S(=O)(=O)Nc1ccccc1OC	-6	0.2	-3	2	9	-1	-14	4	2	-23
C=CCN1C(=O)c2ccc(C(=O)OCC(=O)Nc3ccc(S(N)(=O)=O)cc3)cc2C1=O	6	0.5	-3	3	-3	-1	-1	-2	-5	-5
O=C(CNC(=O)c1ccccc1F)OCC(=O)c1ccc(Cl)s1	5	0.4	-5	-1	4	1	-7	12	2	2
O=C(CSc1ncn(-c2ccccc2)n1)N1CCN(c2ccccc2)CC1	-6	-0.2	-10	-1	2	-4	-7	-2	5	-2
C[C@@H]1CN([C@H](C)CO)S(=O)(=O)c2ccc(Br)cc2O[C@H]1CN(C)CC1CCOCC1	6	0.3	5	5	-2	-2	-2	-1	1	1
COc1cccc(OCc2cc(C(=O)N3CCC(C(O)C(C)C)CC3)no2)c1 (stereo unspecified)	10	0.5	1	1	-2	-4	-3	2	12	-5
CN1C[C@@H]2[C@@H]3C(=O)N(Cc4ccccc4)C(=O)[C@@H]3[C@](Cc3ccccc3)(C1=O)N2C(=O)c1ccc(Cl)c(Cl)c1	14	0.1	-2	-3	-2	6	0	2	4	3
COc1ccc(NC(=O)CC2C(=O)N(C)C(=S)N2Cc2ccncc2)cc1 (stereo unspecified)	-15	-0.2	-2	3	-2	-8	8	5	12	-9
Cc1ccc(NC(=O)CN2C(=O)C(=O)N(C3CCCC3)C2=O)cc1Cl	6	0.2	2	2	-4	-4	-5	-1	7	2
O=C(c1cccc(C(F)(F)F)c1)N1CCN(c2cc(=O)[nH]nc2-c2ccccc2)CC1	1	-0.2	6	-2	1	0	1	0	3	7
CCn1c(/C=C/c2cccc([N+](=O)[O-])c2)nc2ccccc2c1=O	4	-0.5	-7	0	1	2	-6	-4	4	-8
CSc1ccccc1NC(=O)C1=CC(c2cccs2)=NS(=O)(=O)N1C	5	-0.5	5	-2	7	-1	2	-2	-7	5
Cc1ccc2nc(Cl)c(CNCc3ccccc3)cc2c1	7	0.5	3	-3	-1	-2	-2	-4	2	3
CCCNCc1cc(Cl)c(OCC)c(Cl)c1	-3	-0.4	1	1	-2	-3	-5	-1	1	3
CNC(=S)NC12CC3CC(CC(C3)C1)C2	11	-0.1	7	-1	1	1	7	-2	0	0
Oc1ccc(C[C@H]2CNC(=S)N2CC2CCCN2C[C@H](Cc2ccccc2)N2C[C@H](Cc3ccc(O)cc3)N(CC3CCCCC3)C2=S)cc1 (stereo partly specified)	8	-0.1	4	0	0	2	6	-1	8	-38

The closing 3 compounds of the part above come first, to join the parts.
SMILES	TDP2 absorb	KLK7 zymogen act	DDE Tn6 FP inh	LEDGF integ inh	PRMT1 FP inh	MBD2 inh	Tn7 DDE FP	UHRF1 binding	TCR-CD3 inh	SIAE inh
CCCNCc1cc(Cl)c(OCC)c(Cl)c1	-3	-0.4	1	1	-2	-3	-5	-1	1	3
CNC(=S)NC12CC3CC(CC(C3)C1)C2	11	-0.1	7	-1	1	1	7	-2	0	0
Oc1ccc(C[C@H]2CNC(=S)N2CC2CCCN2C[C@H](Cc2ccccc2)N2C[C@H](Cc3ccc(O)cc3)N(CC3CCCCC3)C2=S)cc1 (stereo partly specified)	8	-0.1	4	0	0	2	6	-1	8	-38
COc1ccc(NC(=O)CSc2nc(N)c3cc4c(nc3n2)CCCC4)cc1	-9	1.1	-4	0	-2	-2	4	1	5	-10
Cc1cc(OC(C)C(=O)NC2CC(C)(C)NC(C)(C)C2)c2c(C)cc(=O)oc2c1 (stereo unspecified)	3	4.7	-1	3	-3	-5	-3	-1	3	-1
O=S(=O)(c1cccs1)N1CCN(c2ccc(F)cc2)CC1	-12	0.0	-1	0	3	1	3	0	3	6
Cc1ccc(N2CCN(c3ncccc3[N+](=O)[O-])CC2)c(C)c1	0	-0.8	-9	-3	4	0	-4	1	-4	4
CC1CN(C2CCN(S(=O)(=O)c3ccc4ccccc4c3)CC2)CC(C)O1 (stereo unspecified)	9	0.4	0	1	1	-1	-12	0	-3	-1
O=C(CN(CCc1ccccc1)C(=O)Cn1nnc(-c2cccs2)n1)NCc1ccco1	1	0.6	4	-2	2	-2	-1	-1	0	2
O=Cc1cn[nH]c1-c1cccc([N+](=O)[O-])c1	-2	-0.4	-2	1	-1	4	-3	0	9	0
Nc1nc2n(n1)C(c1ccco1)CC(c1ccc(Cl)cc1Cl)N2 (stereo unspecified)	1	0.1	4	4	0	0	-7	-1	7	-13
Cc1cc(C)cc(N(CC(=O)Nc2ccc(C)cc2Cl)S(=O)(=O)c2c(C)[nH]c(=O)[nH]c2=O)c1	7	-0.1	-1	0	3	4	2	0	-2	-2
CCO[C@H]1OC(C(=O)NCc2ccccc2)=C[C@@H](c2ccc3c(c2)OCO3)[C@@H]1CCCO	11	0.7	-1	1	3	-2	1	0	-2	3
N#C/C(=C\c1ccc(O)c(O)c1)C(=O)c1ccc(O)c(O)c1	1	0.9	8	91*	35*	19*	-6	64*	23*	11
O=c1oc2cc(O)ccc2cc1-c1ccc(F)cc1	3	58*	-2	-3	-4	-2	4	-3	-7	1
O=C(CN1CCc2cc3c(cc2C1)OCCCO3)Nc1cccc([N+](=O)[O-])c1	-6	3.0	-4	-1	4	2	2	-6	2	-4
COc1ccc(S(=O)(=O)N2CCN(c3ccccn3)CC2)c(OC)c1	-13	0.0	-5	4	-3	-6	1	2	-3	2
O=C(COc1ccc2c(c1)oc(=O)c1ccccc12)NCCN1CCOCC1	6	-9.4	-1	2	-4	-1	-2	-1	-2	1
COc1cccc(-n2cnc3c(sc4nc(N5CCOCC5)c5c(c43)CCCC5)c2=O)c1	-19	-0.5	-5	5	10	6	-5	6	-5	-8
CN(C(=O)CSc1ncnc2scc(-c3ccccc3)c12)C1CCS(=O)(=O)C1 (stereo unspecified)	1	0.1	5	1	5	3	8	3	-3	5
CN(CCc1ccccc1)C(=O)c1cccc(NC(=O)Cc2cccc(NC(=O)C3CCN(C(=O)C4CCCCC4)CC3)c2)c1	-4	0.6	3	1	-4	-6	4	-3	-5	-5
O=C(c1ccccc1Cc1ccccc1)N1CCN(S(=O)(=O)c2ccccc2Br)CC1	1	1.2	-1	8	-3	1	-4	-3	4	-4
COCc1[nH]nc2c1C(c1ccc3c(c1)OCO3)N(c1ccc(OC)cc1)C2=O (stereo unspecified)	-6	0.1	3	-3	0	1	5	0	-2	-3
CC(C)C(CCN1C(=O)CCC1=O)C1CCOC(C)(C)C1 (stereo unspecified)	6	-0.1	-2	-2	-1	1	0	2	-1	5
CCn1nc(C(=O)NNS(=O)(=O)c2cc(/C=C/C(=O)O)cc(OC)c2OC)c2ccccc2c1=O	-13	-0.7	10	-1	2	-7	2	0	2	3
CCOC(=O)N1CCC(NC(=O)c2sc3nc4n(c(=O)c3c2C)CCCC4)CC1	-4	-0.3	2	1	2	5	-4	4	-4	-6
CC(Sc1ccccc1)C(=O)N/N=C/c1ccccc1 (stereo unspecified)	-5	-0.6	8	-1	1	-2	1	-1	-1	-10
CC(NC(=O)c1ccc2ccccc2n1)c1ccc(Br)cc1 (stereo unspecified)	-2	-0.1	7	-4	-1	0	0	-1	5	-17
SMILES	TDP2 absorb	KLK7 zymogen act	DDE Tn6 FP inh	LEDGF integ inh	PRMT1 FP inh	MBD2 inh	Tn7 DDE FP	UHRF1 binding	TCR-CD3 inh	SIAE inh
O=C(CCC1CCCC1)Nc1ccc(OCC(=O)N2CCOCC2)cc1	8	-0.1	-7	2	0	1	0	2	2	1
Cc1cc(-c2ccc(C)c(S(=O)(=O)NCCc3ccco3)c2)on1	-8	0.9	-9	-1	6	6	2	4	-11	-10
NC(=O)CC1C(=O)N(c2ccccc2)C(=S)N1NC(=O)c1ccc(Br)cc1 (stereo unspecified)	0	0.9	0	2	-2	-7	2	-2	2	9
CCOc1ccc(OCCN(C)Cc2ccccc2)cc1	5	0.3	-3	0	-4	4	-3	-2	4	3
Cc1cc2cc(C)c(NCCNC(=O)c3ccccc3Cl)nc2cc1C	-6	-0.9	10	-3	0	1	12	-1	4	-9
CCN1CCCC1CNCC(=O)Nc1ccc(OC(F)(F)F)cc1 (stereo unspecified)	3	0.9	-1	-1	5	-1	9	2	-1	5
COc1ccc(CCN(C(=O)C(F)(F)F)C(C(=O)NC2CCCC2)c2cccs2)cc1OC (stereo unspecified)	-12	-0.5	0	5	4	-7	2	2	-8	-3
Cc1ccc(C(=O)C(C)OC(=O)C2=COCCO2)cc1C (stereo unspecified)	-9	0.7	-4	2	0	9	-7	3	4	-1
Cc1ccc(C)c(NC(=O)CCC(=O)N/N=C/c2cccnc2)c1	-12	-0.1	-12	1	-6	-3	-1	-1	-2	-3
O=C1NCC(CN(c2ccccc2)c2ccccc2)O1 (stereo unspecified)	-2	-0.3	3	3	2	3	4	2	3	-3
c1ccc(-c2nnc(-c3ccco3)o2)cc1	-6	0.4	-3	2	0	-1	1	-4	9	0
Cc1cc(NC(=O)CN2C(=O)N(C)C3(CCCCC3)C2=O)ccc1Br	-3	0.2	5	-1	-2	-2	9	8	5	-1
CCOC(=O)c1ccc(N2CC(O)=C(c3nc4ccccc4c(=O)[nH]3)C2=N)cc1	-13	0.1	9	-1	0	-7	0	0	7	-13
CCN(CC)CCNC(=O)C1c2ccccc2C(=O)N(C)C1c1cn(C)c2ccccc12 (stereo unspecified)	0	0.0	-3	-1	0	4	5	4	-9	0
